Pol iota inh = DNA polymerase iota (human) inhibition; AID 588590; Potency, µM (top dose mostly 115 µM), without a hit: top-dose activity, negative = inhibition, hits mostly inhibitors; 1% of 390,000 active; Pol iota fluorescent replication assay, 10 min; Q9UNA4
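Pol iota at 10 nM preincubated 15 min with compounds at room temperature; reaction started with fluorescent substrate, 50 nM final. Fluorescence read kinetically at 0 and 10 min; buffer-only wells as negative control.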
POLH inh = inhibitors of human DNA polymerase eta. recombinant Pol eta, fluorescent DNA replication assay. 1.2% of 390,000 active. Potency, µM (titrated, usually from 114 µM), inactives show at the highest dose activity change, negative = inhibition, actives largely listed as inhibitors. AID 588591; also: % is scaled to controls: 0 for no effect and ±100 for the full control effect
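Pol eta at 10 nM preincubated with compounds 15 min at room temperature; reaction started with fluorescent substrate (50 nM final) and read kinetically at 0 and 10 min.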
JMJD2A Tudor inh = inhibitors of human JMJD2A Tudor domain. AID 504339. O75164. 4.4% of 390,000 active. Potency, µM (titrated, usually from 114 µM), for inactives: at the top dose activity change, negative = inhibition, actives largely listed as inhibitors. AlphaScreen JMJD2A-Tudor / H3K4me3 peptide binding; also: % is scaled to controls: 0 for no effect and ±100 for the full control effect; nearly all actives have a fitted effect of over 50% in size
G9a inh = inhibitors of human histone lysine methyltransferase G9a; Q96KQ7; G9a H3K9 monomethylation, AlphaScreen, 2 h; Potency, µM (titrated, usually from 102 µM), for inactives: at the highest dose activity, negative = inhibition, actives largely listed as inhibitors; 8.8% of 350,000 active; AID 504332; also: % is scaled to controls: 0 for no effect and ±100 for the full control effect; nearly all actives have a fitted effect of over 75% in size
Target sequence (Q96KQ7 913-1193 limits assumed): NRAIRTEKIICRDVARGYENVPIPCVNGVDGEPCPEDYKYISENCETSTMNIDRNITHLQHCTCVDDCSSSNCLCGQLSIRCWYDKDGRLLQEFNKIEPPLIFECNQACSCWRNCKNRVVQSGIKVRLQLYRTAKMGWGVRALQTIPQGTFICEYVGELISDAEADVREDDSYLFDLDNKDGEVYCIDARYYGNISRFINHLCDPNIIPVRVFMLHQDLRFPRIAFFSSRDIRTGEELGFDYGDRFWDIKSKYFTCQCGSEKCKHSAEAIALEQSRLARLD
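Step 1: enzyme (final 20 nM) with compound, 15 min RT. Step 2: substrate peptide 500 nM and SAM 20 uM, 2 h RT. Step 3: anti-H3K9me1 antibody and AlphaScreen beads, 10 min, then plate read.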
Pol kappa inh = DNA polymerase kappa (human) inhibition | Q9UBT6 | purified Pol kappa, fluorescent DNA synthesis assay, 10 min | Potency, µM (top dose mostly 107 µM), inactives show top-dose activity, negative = inhibition, most hits filed as inhibitors | 0.53% of 400,000 active | AID 588579; also: % is scaled to controls: 0 for no effect and ±100 for the full control effect
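Here, compound and 10 nM enzyme are combined for 15 min at room temperature; adding 50 nM substrate (final) starts DNA synthesis, tracked by fluorescence at 0 and 10 min against buffer-only wells.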
APEX1 inh = blocks human APE1 abasic DNA cleavage | P27695 | 0.35% of 350,000 active | AID 2517 | recombinant APE1, TAMRA/BHQ-2 abasic DNA cleavage fluorescence | Potency, µM (titrated, usually from 65.8 µM), for inactives: top-dose activity change, negative = inhibition, most hits filed as inhibitors;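 also: plate controls were vehicle for no effect and reference inhibitor for full effect; nearly all actives have a fitted effect of over 55% in size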
Target sequence (P27695 whole entry, looked up): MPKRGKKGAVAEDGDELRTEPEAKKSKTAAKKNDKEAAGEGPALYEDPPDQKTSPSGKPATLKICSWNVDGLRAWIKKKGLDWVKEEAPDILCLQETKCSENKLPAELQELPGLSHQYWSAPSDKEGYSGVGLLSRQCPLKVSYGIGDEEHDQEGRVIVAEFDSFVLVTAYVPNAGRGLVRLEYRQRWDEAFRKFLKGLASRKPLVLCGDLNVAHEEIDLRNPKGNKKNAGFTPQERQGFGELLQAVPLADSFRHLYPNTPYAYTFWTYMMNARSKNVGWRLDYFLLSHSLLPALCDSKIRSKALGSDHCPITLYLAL
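Kinetic fluorescence read (525 ex/598 em nm, three reads 60 s apart) of AP-site incision; signal = third minus first read. Enzyme 0.75 nM, dual-labelled THF duplex 50 nM, compound preincubation 15 min RT.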
BAZ2B inh = blocks human BAZ2B | Q9UIF8 | AlphaScreen BAZ2B-H3K14Ac peptide displacement | Potency, µM (highest dose often 114 µM), inactives show at the highest dose activity change, negative = inhibition, actives largely listed as inhibitors | 4.4% of 360,000 active | AID 504333; also: % is scaled to controls: 0 for no effect and ±100 for the full control effect; nearly all actives have a fitted effect of over 60% in size
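Protein-peptide AlphaScreen: BAZ2B 50 nM, b-H3K14Ac 50 nM, 1x PBS pH 7.4 + 0.01% Tween-20. Preincubation 30 min RT; cpd 30 min RT (top 110 uM); beads 20 min RT, light-protected.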
POLB inh = inhibitors of human DNA polymerase beta. P06746. Potency, µM (top dose mostly 114 µM), inactives show at the top dose activity change, negative = inhibition, hits mostly inhibitors. Pol beta primer extension/strand displacement, fluorescence kinetic. 1.3% of 340,000 active; also: % is scaled to controls: 0 for no effect and ±100 for the full control effect
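Reaction started by 50 nM substrate onto compound-treated Pol beta (10 nM, 15 min preincubation, room temperature); plates read at 0 min and 10 min. Normalized concentration-effect data fitted by four-parameter Hill equation.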
BLM helicase inh = Bloom syndrome helicase (human) inhibition; P54132; recombinant BLM DNA unwinding, fluorescence dequenching; Potency, µM (series often up to 56.1 µM), for the others: at the highest dose activity change, negative = inhibition, most hits filed as inhibitors; 0.2% of 350,000 active; AID 2528;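 also: plate controls were vehicle for no effect and no enzyme for full effect; nearly all actives have a fitted effect of over 35% in size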
Active calls of the source: *; ? = inconclusive; / = no result given; [ ] = remark or other dose. Calls follow the shape of the dose curve; as a rule, active = well fitted curve in the direction sought with a large enough effect; inconclusive = small, poorly fitted or top-dose-only effect, or another doubt; inactive = no such curve, though single readings can be large; an effect the other way counts as inactive or inconclusive. Potency is read from the fitted curve at half-maximal effect. Some of the compounds tested. The share of hits here may be higher or lower than overall.

entry	SMILES	Pol iota inh	POLH inh	JMJD2A Tudor inh	G9a inh	Pol kappa inh	APEX1 inh	BAZ2B inh	POLB inh	BLM helicase inh
1	Cc1cccc(NC(=O)CSc2nnc(CNC(=O)c3ccc(S(=O)(=O)N(C)C)cc3)n2-c2cccc(C)c2)c1	19%	1%	-16%	5%[59 µM]	0%	-1%	-30%	2%	-6%
2	CCc1cc(C(=O)NNC(=O)c2csc(N3CCOCC3)n2)sc1C	28%	-7%	-5%	-1%	5%	11%	8%	/	/
3	COc1ccc(CCC(=O)N2CCCc3ccccc32)cc1	73%[activator]	-14%	18%	-16%	-3%	-4%	-2%	7%	0%
4	COc1ccc(CCC(=O)NCCc2nc3ccccc3[nH]2)cc1	-14%	-12%	-7%	-4%	-3%	-1%	-4%	25%	-1%
5	CC(C)C(NC(=O)c1ccc(F)cc1)C(=O)N1CCOCC1 (stereo unspecified)	-1%	3%	-5%	-26%[12.7 µM]	-13%	4%	-5%	/	/
6	Cc1ccc(-c2nonc2NC(=O)c2ccco2)cc1	0%	-12%	-5%	/	15%	-8%	-1%	6%	4%
7	CCOC(=O)C1=C(CC)Nc2ccccc2N/C1=N\S(=O)(=O)c1ccc2ccccc2c1	-3%	-18%	-21%	?	-5%	-7%	-21%	11%	-6%
8	Cc1ccc(S(=O)(=O)NCC(=O)NCc2cc(=O)n(C)c(=O)n2C)cc1	3%	-18%	-8%	8%	4%	60%[activator]	-1%	0%	1%
9	CC(=O)N(c1cc(C)ccc1C)c1ccccc1[N+](=O)[O-]	14%	7%	-13%	/	-9%	/	/	/	/
10	CCCOc1ccc(/C(O)=C2/C(=O)C(=O)N(CCN(C)C)C2c2ccncc2)cc1 (stereo unspecified)	-7%	0%	-25%	/	-6%	/	/	/	/
11	CCC(C(=O)NCc1ccco1)N(C(=O)CNS(=O)(=O)c1ccccc1)c1ccc(F)cc1 (stereo unspecified)	129%[activator]	-12%	-24%	15%[59 µM]	4%	34%[12.4 µM]	-13%	6%	0%
12	Cc1ccc(CCNS(=O)(=O)c2c(C)nc3sccn3c2=O)cc1	6%	-8%	-8%	2%	-17%	35%	3%	2%	1%
13	COc1ccc(OCCC(=O)Nc2cc(C)on2)cc1	0%	0%	-28%[57.1 µM]	7%[59 µM]	-5%	0%	1%	-26%	-3%
14	O=C1NC[C@H](Cc2ccccc2)N(C[C@H]2CCCN2C[C@H](Cc2ccccc2)N2C[C@H](Cc3ccc(O)cc3)N(CCc3ccccc3)C(=O)C2=O)C1=O	?	-14%	-28%	/	-14%	/	/	/	/
15	COc1cccc(-n2nc(-c3ccnn3-c3ccc(C)cc3)c(=O)n(C)c2=O)c1	9%	-7%	-10%	9%[59 µM]	-8%	24%	-3%	32%	-6%
16	Cc1[nH]c2ccccc2c1C(=O)COC(=O)c1c(-c2c(F)cccc2Cl)noc1C	16%	-22%	-19%	-4%[59 µM]	-17%	-8%	-33%	13%	-7%
17	COC(=O)c1cnn(-c2cc(Oc3ccccc3)ncn2)c1N	6%	-1%	-14%	3%	-9%	11%	-1%	41%	-3%
18	CCOc1ccc(-c2cc(CCCC(=O)NCCc3ccc(Cl)cc3)no2)cc1	-12%	-9%	1%	17%[59 µM]	-4%	/	-5%	?	-4%
19	CCOC(=O)Nc1n[nH]c(NC(=O)OCC)c1[N+](=O)[O-]	105%[activator]	-1%	-22%	-11%	-13%	-3%	-22%	1%	-8%
20	COc1ccccc1N1C(=O)C2C(C(=O)c3ccccc3)=NN(c3ccccc3)C2C1=O (stereo unspecified)	128%[activator]	-3%	24%	47%[activator]	-3%	3%	10%	12%	-7%
21	COc1ccccc1Oc1c(C)oc2c(CN3CCN(C)CC3)c(O)ccc2c1=O	/	/	/	4%	/	-2%	-6%	2%	0%
22	COc1cccc(CNC(=O)Cn2c(=O)oc3cc(S(=O)(=O)N4CCC(C)CC4)ccc32)c1	0%	-3%	-11%	1%[59 µM]	-6%	/	-27%	17%	-5%
23	Cc1cccc(C)c1NC(=O)CS(=O)(=O)c1nc(-c2ccc(Cl)cc2)cn1-c1ccccc1	?	-8%	?	?	-17%	/	-22%	-11%	-11%
24	CCOC(=O)N1CCC(NC(=O)c2cc(COc3c(C)cccc3C)on2)CC1	8%	-26%	-3%	61%[activator]	-4%	29%	-3%	18%	-1%
25	CCN1CCN(CC(=O)c2ccc(OC)cc2)CC1	1%	-11%	-9%	45µM*	0%	-1%	-5%	4%	-1%
26	Cc1ccccc1Nc1nc(CSc2nnc(-c3ccoc3C)n2C)cs1	18%	-3%	-34%	40µM*	1%	2%	?	6%	-1%
27	CCCCNC(=O)c1onc(CSc2ccccn2)c1C(=O)NCCCC	1%	-12%	15%	/	3%	/	/	/	/
28	CC(=O)c1ccc(N2CCN(c3ccc(NC(=O)c4ccc(F)cc4)cc3C(=O)O)CC2)cc1	6%	9%	-9%	-2%[59 µM]	-7%[60.1 µM]	/	-7%	30%	1%
29	COC(=O)c1[nH]c2c(c1C)C(=O)CC(c1cccc(OC)c1)C2 (stereo unspecified)	?	-5%	-14%	6%	-22%	-4%	-1%	45µM*	-8%
30	C=CCn1c(C)nnc1SCC(=O)Nc1ccc2c(c1)OCCO2	11%	-13%	-1%	/	-11%	8%	/	/	/
31	Cc1ccc(C(=O)NS(=O)(=O)c2ccc(C)cc2)cc1	-7%	-1%	-9%	/	8%	-2%	1%	55%	0%
32	O=C(CC1Sc2ccc(C(F)(F)F)cc2NC1=O)Nc1ccc(Cl)c(C(F)(F)F)c1 (stereo unspecified)	?	-17%	-3%	-25%[59 µM]	-2%	/	1%	-23%	-10%
33	O=S(=O)(c1cccc(-c2cn3cccnc3n2)c1)N1CCCCCC1	20%	3%	-9%	?	3%	16%	/	4%	-4%
34	COC(=O)c1ccc(CSc2nc3c(cnn3-c3ccc(C)c(C)c3)c(=O)[nH]2)o1	5%	5%	50µM*	-6%[59 µM]	0%	-2%	-1%	?	-9%
35	COc1ccc(C(=O)NCCNC(=O)c2ccc(C)nc2)cc1	18%	8%	-16%	-11%[59 µM]	-7%	35%[12.4 µM]	4%	7%	-10%
36	CC(C)[C@H](NC(=O)c1ccccc1)C(=O)OCC(=O)NCCC1=CCCCC1	34%[activator]	-9%	-2%	21%[59 µM]	-7%	1%	6%	23%	-4%
37	COc1ccc(-c2coc3c(CN4CCCCC4)c(O)c(CN4CCCCC4)c(O)c3c2=O)cc1	/	/	/	-21%[12.7 µM]	/	2%	-37%	0%	-20%
38	CCc1cc(-c2n[nH]c(C)c2-c2nc3ccccc3n2C)c(O)c(CN2CCN(C)CC2)c1O	8%	-1%	?	45µM*	1%	2%	?	2%	-2%
39	Cc1ccc2c(c1)c1c(n2CC(O)CN2CCC(C)CC2)CCCC1 (stereo unspecified)	5%	-17%	40µM*	?	3%	3%	?	-4%	-2%
40	Cc1ccc(S(=O)(=O)[N-]c2nc3ccccc3nc2-[n+]2cc(C)cc(C)c2)cc1	?	-3%	-22%	/	-17%	-1%	-3%	26%	5%
41	CC(C)NC(=O)CN1CCN(Cc2nc(-c3cccs3)no2)CC1	30%	-4%	1%	11%	17%	8%	-1%	7%	-3%
42	CC(C)NC(=O)COc1ccc(S(=O)(=O)N2CCCC2)cc1	96%[activator]	-18%	-2%	/	-3%	11%	7%	31%	-1%

Part of the list above in order of formula weight, lowest first:
entry	SMILES	Pol iota inh	POLH inh	JMJD2A Tudor inh	G9a inh	Pol kappa inh	APEX1 inh	BAZ2B inh	POLB inh	BLM helicase inh
31	Cc1ccc(C(=O)NS(=O)(=O)c2ccc(C)cc2)cc1	-7%	-1%	-9%	/	8%	-2%	1%	55%	0%
35	COc1ccc(C(=O)NCCNC(=O)c2ccc(C)nc2)cc1	18%	8%	-16%	-11%[59 µM]	-7%	35%[12.4 µM]	4%	7%	-10%
39	Cc1ccc2c(c1)c1c(n2CC(O)CN2CCC(C)CC2)CCCC1 (stereo unspecified)	5%	-17%	40µM*	?	3%	3%	?	-4%	-2%
30	C=CCn1c(C)nnc1SCC(=O)Nc1ccc2c(c1)OCCO2	11%	-13%	-1%	/	-11%	8%	/	/	/
41	CC(C)NC(=O)CN1CCN(Cc2nc(-c3cccs3)no2)CC1	30%	-4%	1%	11%	17%	8%	-1%	7%	-3%
36	CC(C)[C@H](NC(=O)c1ccccc1)C(=O)OCC(=O)NCCC1=CCCCC1	34%[activator]	-9%	-2%	21%[59 µM]	-7%	1%	6%	23%	-4%
26	Cc1ccccc1Nc1nc(CSc2nnc(-c3ccoc3C)n2C)cs1	18%	-3%	-34%	40µM*	1%	2%	?	6%	-1%
40	Cc1ccc(S(=O)(=O)[N-]c2nc3ccccc3nc2-[n+]2cc(C)cc(C)c2)cc1	?	-3%	-22%	/	-17%	-1%	-3%	26%	5%
21	COc1ccccc1Oc1c(C)oc2c(CN3CCN(C)CC3)c(O)ccc2c1=O	/	/	/	4%	/	-2%	-6%	2%	0%
38	CCc1cc(-c2n[nH]c(C)c2-c2nc3ccccc3n2C)c(O)c(CN2CCN(C)CC2)c1O	8%	-1%	?	45µM*	1%	2%	?	2%	-2%
32	O=C(CC1Sc2ccc(C(F)(F)F)cc2NC1=O)Nc1ccc(Cl)c(C(F)(F)F)c1 (stereo unspecified)	?	-17%	-3%	-25%[59 µM]	-2%	/	1%	-23%	-10%
22	COc1cccc(CNC(=O)Cn2c(=O)oc3cc(S(=O)(=O)N4CCC(C)CC4)ccc32)c1	0%	-3%	-11%	1%[59 µM]	-6%	/	-27%	17%	-5%
23	Cc1cccc(C)c1NC(=O)CS(=O)(=O)c1nc(-c2ccc(Cl)cc2)cn1-c1ccccc1	?	-8%	?	?	-17%	/	-22%	-11%	-11%

Screening results: PubChem BioAssay, National Center for Advancing Translational Sciences (NCATS)
